Compound activity (PubChem BioAssay)
USP2a inh – USP2a (human) protease inhibition. USP2 core, Ub-CHOP2 coupled fluorogenic reporter, 485/531. Potency, µM (top dose mostly 38.3 µM), for the others: at the top dose activity change, negative = inhibition, most hits filed as inhibitors. 330,000 tested, 0.01% active. AID 463254;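 note: potency is the fitted concentration of half-maximal effect; plate controls were DMSO wells for no effect and full inhibition by NEM control for full effect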
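Cell-free coupled assay: 10nM USP2 core preincubated 30min RT with compound in Tris-HCl pH 8.0/CaCl2/CHAPS buffer, then 25nM Ub-CHOP2 and 25nM reporter substrate; fluorescence (Ex 485/Em 531) read after 60min RT, normalized to NEM inhibition, concentration-response curves fitted.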
TCR activator – activators of T cell receptors; primary human leukocytes, anti-CD3, IL-2 HTRF, 48 h; Potency, µM (highest dose often 9.22 µM), without a hit: at the highest dose activation of IL-2 secretion, hits mostly activators; 330,000 tested, under 10 active; AID 504894; note: % of control where 0% means no effect
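1) Mix primary human leukocytes, a-CD3 beads and compound. 2) Incubate 48 hr. 3) Add HTRF IL-2 reagents (a-IL-2-K, a-IL-2-d2).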
PTAP TSG101 blk – blocks PTAP/TSG101 interaction to inhibit HIV-1 budding. Q99816. Fluorescence polarization, FITC-PTAP peptide / Tsg101 binding. Potency, µM (series often up to 115 µM), inactives show at the top dose activity change, negative = inhibition, most hits filed as inhibitors. 340,000 tested, under 10 active; active = well fitted inhibition curve with a large enough effect in the main read-out, with a control signal flat, not every such curve was filed as active; inconclusive = small, poorly fitted or top-dose-only effect, or effect the other way, or a change in a side signal; inactive = no such curve, though single readings can be large or run the other way; note: potency is the fitted concentration of half-maximal effect; % of control where 0% means no effect
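Fluorescence anisotropy tracks displacement of a FITC-tagged PTAP peptide (50 nM) from the Tsg101 binding domain (10 uM), following a 20 min room-temperature incubation at pH 7.5.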
B2AR arrestin – recruits beta-arrestin to the human beta2-adrenergic receptor; P07550; beta-arrestin recruitment to beta2AR, cell-based reporter; Potency, µM (series often up to 46.1 µM), for inactives: at the highest dose activation, most hits filed as activators; 330,000 tested, 0.02% active;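 note: potency is the fitted concentration of half-maximal effect; 0% = DMSO controls and full agonism = EC100 isoproterenol or metaproterenol; nearly all actives have a fitted effect of over 65% in size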
Chronic BCR inh – chronic active BCR signaling inhibition; Potency, µM (top dose mostly 46.1 µM), for inactives: top-dose ratio change, negative = lower green/red ratio, actives largely listed as inhibitors; ABC-DLBCL IkBa-CBG/CBR reporter, luminescence ratio, 4 h; 340,000 tested, 0.05% active; active = well fitted inhibition curve with a large enough effect in the signal ratio, with a control signal flat, not every such curve was filed as active; inconclusive = small, poorly fitted or top-dose-only effect, or effect the other way, or a change in a side signal; the % refers to the signal ratio;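 note: potency is the fitted concentration of half-maximal effect; plate controls were basal doxycycline-induced cells for no effect and cells given 10 µM MG132 for full effect; MG132 reads +100%, hits lower the ratio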
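TMD8 ABC-DLBCL cells carrying doxycycline-inducible green luciferase fused to IkappaBalpha plus unfused red luciferase were exposed to compounds (up to 46 uM) for 4 hrs at 37C. Activity came from the overlap-corrected green/red luminescence ratio.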
Mito fusion yeast – inhibitors of mitochondrial division or activators of mitochondrial fusion. S. cerevisiae fusion-defective mutant growth rescue, CellTiterGlo 48 h. Potency, µM (doses to about 46.1 µM), inactives show top-dose growth rescue (activation), actives largely listed as activators. 320,000 tested, 0.23% active. AID 485298;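 note: potency is the fitted concentration of half-maximal effect; % of control where 0% means no effect; nearly all actives have a fitted effect of over 45% in size; temperature-sensitive fusion mutants such as fzo1-1 at 37 °C on non-fermentable ethanol glycerol medium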
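Compounds are tested for their ability to restore growth of mitochondrial fusion-defective yeast strains at non-permissive 37C in YPEG medium over 48 hours. Viability is quantified by luciferase luminescence.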
uPA surface inh – inhibitors of cell surface uPA generation. cell surface uPA generation assay, qHTS. Potency, µM (doses to about 38.3 µM), without a hit: at the highest dose activity change, negative = inhibition, most hits filed as inhibitors. 330,000 tested, 0.31% active. AID 540303; active = well fitted inhibition curve with a large enough effect; inconclusive = small, poorly fitted or top-dose-only effect; inactive = no such curve, though single readings can be large or run the other way; tested in mouse RAW 264.7 cells; note: potency is the fitted concentration of half-maximal effect; % is set by controls: 0 for no effect and ±100 for the full control effect; nearly all actives have a fitted effect of over 55% in size
TSHR antag – blocks TSH signaling through the human TSH receptor. TSHR-expressing cells, TSH-stimulated cAMP HTRF, 2 h; hits give low values. 330,000 tested, 0.2% active. P16473. activity change, negative = inhibition, % at 11.5 µM;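 active = activity change below a set negative limit, meaning inhibition stronger than a set level, cut at about -70% in these data; inconclusive = activity change between two set negative limits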; note: % is set by controls: 0 for no effect and ±100 for the full control effect
Target sequence (P16473 whole entry, looked up): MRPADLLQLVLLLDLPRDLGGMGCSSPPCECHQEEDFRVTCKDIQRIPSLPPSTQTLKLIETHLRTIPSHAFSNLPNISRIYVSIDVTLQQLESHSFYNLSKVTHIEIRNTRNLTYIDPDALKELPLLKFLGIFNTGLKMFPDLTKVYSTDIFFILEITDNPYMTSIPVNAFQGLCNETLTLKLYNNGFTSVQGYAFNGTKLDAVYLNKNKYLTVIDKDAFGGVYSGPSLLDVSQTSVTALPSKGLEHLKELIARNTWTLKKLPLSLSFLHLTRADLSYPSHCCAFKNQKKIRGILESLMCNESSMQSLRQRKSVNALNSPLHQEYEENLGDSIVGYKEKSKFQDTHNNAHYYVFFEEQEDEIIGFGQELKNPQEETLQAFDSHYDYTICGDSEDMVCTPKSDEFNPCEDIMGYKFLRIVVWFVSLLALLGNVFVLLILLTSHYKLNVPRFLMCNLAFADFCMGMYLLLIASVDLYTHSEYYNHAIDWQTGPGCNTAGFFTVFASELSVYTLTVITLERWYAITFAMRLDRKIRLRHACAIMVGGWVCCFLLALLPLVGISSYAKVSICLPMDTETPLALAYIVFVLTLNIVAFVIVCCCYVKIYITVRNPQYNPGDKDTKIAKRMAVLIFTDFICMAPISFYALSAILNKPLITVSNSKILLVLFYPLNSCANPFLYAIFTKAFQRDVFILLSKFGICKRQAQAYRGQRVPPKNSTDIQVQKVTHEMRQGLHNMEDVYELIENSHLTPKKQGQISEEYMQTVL
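Cell-based HTRF cAMP assay; TSHR cells + compound, TSH EC80 (4nM final), 2 h, 37 deg C. Lysis with anti-cAMP cryptate and cAMP-d2, 30 min RT, read 665/620 nm.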
Eya2 phos inh – blocks the phosphatase activity of human Eya2; recombinant Eya2, OMFP fluorescence dephosphorylation (OMFP is methylfluorescein phosphate); Potency, µM (highest dose often 76.9 µM), for inactives: top-dose activity, negative = inhibition, actives largely listed as inhibitors; AID 488837; 330,000 tested, 0.006% active; note: potency is the fitted concentration of half-maximal effect; % is set by controls: 0 for no effect and ±100 for the full control effect
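Eya2 (0.2 uM) preincubated 10 min at ambient with compound, then OMFP substrate added at 50 uM; 10 min reaction in 50 mM HEPES pH 7.5, 50 mM NaCl, 5 uM MgCl2, 0.05% BSA, 1 mM DTT. Fluorescence read at Ex 485/Em 525 nm.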
Tb PFK block – inhibitors of T. brucei phosphofructokinase; 330,000 tested, 0.17% active; Potency, µM (top dose mostly 57.5 µM), for inactives: at the highest dose activity, negative = inhibition, actives largely listed as inhibitors; O15648; T. brucei PFK, ADP-Glo luminescence;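 note: potency is the fitted concentration of half-maximal effect; 0% = uninhibited 1x PFK enzyme wells and -100% = no-enzyme wells; nearly all actives have a fitted effect of over 60% in size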
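PFK 1.25 nM, F6P 0.5 mM, ATP 0.1 mM, 0.1 M TEA pH 8.0, 5 mM MgCl2, 0.01% Tween20, 0.1% BSA; 45 min RT. ADP-Glo readout. qHTS titration up to 57 uM; curves fitted, compounds curve-classed.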
ELG1 repair inh – ELG1-dependent DNA repair inhibition. HEK293T ELG1-luciferase reporter, luminescence, 16 h; DNA damage induced by 5-fluorouridine. Potency, µM (highest dose often 46.1 µM), for the others: top-dose activity change, negative = inhibition, actives largely listed as inhibitors. 330,000 tested, 2.3% active; note: potency is the fitted concentration of half-maximal effect; % is set by controls: 0 for no effect and ±100 for the full control effect; nearly all actives have a fitted effect of over 55% in size
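Luminescence from the luciferase reporter, measured 30 min after ONE-Glo reagent at room temperature, was the read-out. Beforehand, 2,000 cells per well were exposed for 16 hr at 37 °C to 5-fluorouridine together with compound or vehicle.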
* marks the source's active call; other numbers are inactive results; ? = inconclusive; . = no result given; [ ] = dose if it differs, or a comment. Unless noted, calls come from the whole dose curve; as a rule, active = well fitted curve in the direction sought with a large enough effect; inconclusive = small, poorly fitted or top-dose-only effect, or another doubt; inactive = no such curve, though single readings can be large; an effect the other way counts as inactive or inconclusive.

SMILES,USP2a inh,TCR activator,PTAP TSG101 blk,B2AR arrestin,Chronic BCR inh,Mito fusion yeast,uPA surface inh,TSHR antag,Eya2 phos inh,Tb PFK block,ELG1 repair inh
CC(OC(=O)CCN1C(=O)C2CC=CCC2C1=O)C(=O)c1ccc(F)cc1 (configuration not stated),1%,-1%,-3%,0.4%,?,-3%,-22%,1,?,0%,-2%
NC(=O)N/N=C/c1ccc([N+](=O)[O-])o1,0%,-2%,0%,0.2%,3%,-3%,?,-6,16%,-4%,-17%
O=C(O)CSc1nnc(COc2cccc3cccnc23)n1-c1cccc(C(F)(F)F)c1,6%,-3%,-4%,0.2%,-2%,-5%,1%,-3,-1%,6%,5%
CN(C)c1nc(SCc2ccccc2Cl)nc2c1CCCC2,0%,1%,0%,-0.4%,0%,-4%,7%,-9,-25%,-1%,-1%
O=S1(=O)N=C2CCCCCN2C(c2ccc(F)cc2)N1 (configuration not stated),1%,-1%,-4%,-0.1%,0%,-1%,17%,4,-6%,1%,3%
COc1cccc2c1Oc1ncccc1N(C(=O)CCC(=O)NCc1ccccc1F)C2,2%,4%,-3%,0.0%,1%,0%,-1%,-1,6%,1%,-2%
O=C(Nc1ccc(Cl)cc1)C1=Cc2ccccc2OC1,-8%,5%,1%,-0.2%,?,-1%,1%,-30,-29%,-6%,?
O=C(CNCc1ccccc1)Nc1ccccc1-c1ccccc1,3%,-2%[46.1 µM],0%,-0.6%,-1%,16%,0%,-2,-8%,0%,1%
CCOc1ccc2nc(NC(=O)C3=NN(c4ccccc4)C(=O)CC3)sc2c1,0%,-2%,-1%,0.3%,-21%,-3%,-10%,1,15%,2%,-5%
COc1ccccc1NC(=O)C(CCS(C)(=O)=O)N1C(=O)c2ccccc2C1=O (configuration not stated),1%,-18%,0%,-1.0%,?,0%,-3%,1,-18%,-6%,0%
CCOc1ccc(NC(=O)CS(=O)(=O)c2cn(C)c3ccccc23)cc1,0%,2%,0%,0.0%,-7%,-2%,3%,6,11%,4%,-1%
Cc1ccc(C)c(OCc2cc(C(=O)N3CCOCC3)no2)c1,3%,2%,0%,-0.5%,2%,-4%,?,-5,0%,0%,?
CC(=O)Nc1sc(N/N=C\c2ccccc2F)nc1-c1cccs1,5%,13%[46.1 µM],-2%,-0.2%,?,-2%,-3%,-10,13%,-2%,?
CCN(CC)CCCN1C(=O)C(O)=C(C(=O)c2sc(C)nc2C)C1c1ccco1 (configuration not stated),-1%,.,.,-0.6%,?,-3%,24%,11,8%,-1%,1%
Cc1nn(C)c2nc(-c3cccs3)cc(C(F)(F)F)c12,5%,4%,0%,0.4%,-2%,-3%,6%,24,13%,2%,5%
N#Cc1nc(COc2ccc(Cl)cc2)oc1N1CCCCCC1,1%,-11%,-3%,0.2%,2%,19%,5%,-23,-16%,-7%,-5%
CNC(=S)NC1CC2CCCC(C1)N2Cc1ccccc1OC (configuration not stated),0%,-1%,0%,-0.7%,-1%,-1%,-2%,-15,5%,0%,4%
CS(=O)(=O)N(CC(=O)NCc1ccco1)c1ccc(OCc2ccccc2)cc1,2%,3%,-1%,-0.9%,4%,1%,-1%,18,-11%,-26%,?
O=C(COc1ccccc1[N+](=O)[O-])NCc1cccnc1,-2%,-1%[46.1 µM],-2%,0.3%,0%,-8%,-4%,17,7%,-1%,?
CN(C)CCCNc1oc(-c2ccccc2Cl)nc1S(=O)(=O)c1ccc(F)cc1,-1%,0%,-5%,-0.3%,?,-3%,-7%,19,3%,1%,7%

Additional results follow.
SMILES,USP2a inh,TCR activator,PTAP TSG101 blk,B2AR arrestin,Chronic BCR inh,Mito fusion yeast,uPA surface inh,TSHR antag,Eya2 phos inh,Tb PFK block,ELG1 repair inh
CCn1cc(C(=O)Nc2ccccc2)c(=O)c2ccc(C)nc21,1%,.,.,-0.2%,?,2%,.,8,7%,-1%,2%
CN(C)S(=O)(=O)N1CCC(Oc2ccc(C(=O)NC3CCCCC3)cc2)CC1,-7%,-1%,-1%,-0.3%,?,-3%,.,-6,8%,-8%,?
O=C1NCC(COCc2ccco2)O1 (configuration not stated),-1%,3%,1%,0.3%,0%,-1%,-13%,-1,5%,-2%,3%
COCCn1c(=NC(=O)CCS(=O)(=O)c2ccccc2)sc2cc(F)ccc21,2%,-8%,-4%,-0.2%,-1%,-4%,-1%,7,-3%,1%,-13%
CC(Sc1nnc(Nc2ccccc2)s1)C(=O)NC1CCCc2ccccc21 (configuration not stated),2%,0%[46.1 µM],-4%,-0.5%,?,9%,3%,-33,3%,4%,?
C/C(=N\NC(=O)c1ccc(O)cc1)c1ccc(N2CCOCC2)cc1,-1%,3%,0%,-0.1%,?,0%,-1%,11,16%,0%,21%
COc1ccc(-n2c(CN3CCN(c4ccccn4)CC3)nc3ccc([N+](=O)[O-])cc3c2=O)c(OC)c1,2%,3%,-2%,0.0%,-3%,12%,17%,-9,-6%,-1%,?
Cc1cc(C)n(C(=O)CNc2cccc(Cl)c2C)n1,2%,-4%,-6%,0.3%,10%,2%,-1%,-13,-8%,-6%,8%
CN(C)c1cccc(C(=O)NC2CCCc3ccccc32)c1 (configuration not stated),0%,0%,0%,-0.1%,?,?,-8%,-6,-2%,0%,12%
CCC(C)[C@@H](NC(=O)OC(C)(C)C)c1nnc(S(=O)(=O)Cc2cccc(C)c2)o1 (some centres not stated),4%,1%,2%,0.4%,?,-22%,-19%,-72*,16%,-3%,?
Cc1ccc(OCC(=O)Oc2cccc(C)c2C)cc1,0%,0%,0%,-0.3%,1%,2%,3%,7,-11%,1%,26%
C=CCn1cnc2c(sc3nc(C)cc(C)c32)c1=O,4%,-4%,-5%,-0.3%,?,4%,-26%,-2,-7%,-4%,?
COc1ccc(S(=O)(=O)N2CCC(C(=O)Nc3ccccc3N3CCCCC3)CC2)cc1OC,4%,-5%,-3%,0.6%,5%,3%,24%,-10,-4%,-3%,?
Nc1nn(-c2ccccc2)nc1C(=O)OCc1ccccc1F,2%,.,.,-0.1%,?,2%,.,-6,10%,-4%,21%
CCN(c1ccccc1)S(=O)(=O)c1ccc(OC)c(N=N/C(C(=O)Nc2ccccc2)=C(/C)O)c1,3%,-25%,0%,0.1%,11%,-2%,-2%,3,3%,-2%,-6%
Cc1ccc(S(=O)(=O)N2CCC(C(=O)N3CCN(Cc4ccccc4)CC3)CC2)cc1,0%,-3%[46.1 µM],84%[activator],-0.2%,9%,-7%,-7%,24,0%,-4%,-12%
O=C(NCC1CCCO1)c1ccccn1 (configuration not stated),-1%,9%[46.1 µM],-3%,-0.9%,1%,-2%,9%,-3,1%,-7%,5%
COc1ccc2c(c1)CCc1cc(C(=O)O)sc1-2,10%,-1%,-7%,-0.2%,0%,4%,2%,-9,-1%,0%,14%
Cc1cc(C)n(-c2ccc(NC(=O)C3CCCCN3C(=O)c3sccc3C)cc2)n1 (configuration not stated),3%,4%,0%,-0.2%,-2%,9%,5%,-11,-19%,-4%,-11%
Cc1ccc(NC(=O)Cc2nnc(N)s2)cc1,3%,8%,2%,0.0%,1%,1%,-6%,5,-4%,-6%,24%
CC(C)(C)C1CCC(=NNC(=O)c2cc3c(s2)CCCC3)CC1 (configuration not stated),4%,0%[46.1 µM],-1%,-0.2%,-6%,-3%,-27%,4,0%,-1%,9%
COc1cc(/C=C2\SC(=S)N(NC(=O)c3cccnc3)C2=O)ccc1O,-1%,0%,17%,-0.4%,?,4%,-6%,-2,?,-3%,?
COCCCNC(=O)Nc1ccc(F)cc1F,2%,-23%,-9%,-0.8%,?,-4%,-4%,10,-8%,1%,18%
